Screening data: PubChem, several laboratories
CAL PDZ FP-1: human CAL PDZ-peptide interaction inhibition. purified CAL PDZ, TMR-peptide fluorescence polarization, 1 h. inhibition, % at 20 µM. 330,000 compounds, 0.02% hits. AID 504414;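 active = highest replicate inhibition of at least 40%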;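 also: plate controls were DMSO neutral control wells for no effect and unlabeled competitor peptide control wells for full effect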
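System: tagged CAL PDZ domain. Schedule: 1 h room-temperature incubation prior to read. Signal: fluorescence polarization (mP). Measure: percent inhibition from loss of millipolarization.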
AddAB inh: less growth of phage-infected E. coli with AddAB; inhibition, % at 11.9 µM; AID 435030; E. coli expressing H. pylori AddAB, absorbance growth; 330,000 compounds, 0.29% hits; in the data active = inhibition above about 12%;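 also: 0% = vehicle wells of infected cells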
Wnt act: activates Wnt/beta-catenin signaling in a reporter cell assay. activator, plate reader. activation, % at 9.35 µM. 300,000 compounds, 1.2% hits; in the data active = activation above about 30%, passing the limit was not always enough;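 also: 0% = neutral control wells and 100% = positive control wells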
Ecoli viability: bacterial growth inhibition, counter-screen for AddAB inhibitors | E. coli V3065 growth, OD600 absorbance, 18 h | inhibition, % at 11.9 µM | 330,000 compounds, 0.27% hits | AID 449728;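 active = inhibition above the campaign's mean inhibition across all tested compounds plus 3 SD, cut at about 9.9% in these data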;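 also: uninfected addAB+ strain grown without phage in ampicillin broth; 0% = DMSO wells and 100% = ciprofloxacin 0.95 µg/ml wells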
CAL PDZ FP-2: CAL PDZ (human) peptide binding inhibition; Q9HD26; purified CAL PDZ, TMR-peptide fluorescence polarization, 1 h; AID 602252; 300,000 compounds, 0.92% hits; inhibition, % at 24.9 µM;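 active = mean inhibition of at least 30% with at least half of replicates also reaching 30%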;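 also: 0% = DMSO neutral control and 100% = excess unlabeled competitor peptide PRC23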
Tat transport: E. coli Tat transport inhibition; E. coli MC4100 TorA-mCherry Tat export, fluorescence; inhibition, % at 10 µM; 340,000 compounds, 0.036% hits;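 active = mean replicate inhibition at least 50% and at least half of replicates individually reaching 50%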;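 also: exported cargo escapes ClpAP degradation while cytoplasmic cargo is degraded and loses fluorescence; 0% = median of neutral control wells and 100% = median of NaSCN control wells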
SR-BI DiI-HDL act: activators of SR-BI mediated HDL lipid uptake. AID 504775. 320,000 compounds, 0.096% hits. activation, % at 12.5 µM. CHO ldlA[mSR-BI] cells, DiI-HDL uptake fluorescence, 3 h; 100 = double the neutral-control signal;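 active = mean replicate activation of at least 60% and every replicate at or above 60%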;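 also: 0% = median plate neutral-control signal and 100% = twice that signal; values of inactives mirror those of a sister screen read the other way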
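Test system: SR-BI-overexpressing, LDLR-lacking CHO cells. Measured by: DiI fluorescence, bottom read. Medium: Ham's F12 with 0.5% BSA, HEPES 25 mM, pH 7.4. Timing: 3 h uptake period with compound, 37 °C.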
phage Ecoli inh: E. coli growth loss with phage present | 360,000 compounds, 0.26% hits | growth absorbance | inhibition, % at 11.9 µM; in the data active = inhibition above about 11%
SR-BI DiI inh: inhibitors of mouse SR-BI mediated HDL lipid uptake | 320,000 compounds, 0.96% hits | ldlA[mSR-BI] CHO cells, DiI-HDL uptake fluorescence, 3 h | inhibition, % at 12.5 µM | AID 488896;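 active = mean replicate inhibition of at least 70% and a set share of replicates each scoring 70 or more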;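 also: 0% = median of neutral control wells and 100% = median of positive control wells; values of inactives mirror those of a sister screen read the other way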
Target sequence (Q61009 whole entry, looked up): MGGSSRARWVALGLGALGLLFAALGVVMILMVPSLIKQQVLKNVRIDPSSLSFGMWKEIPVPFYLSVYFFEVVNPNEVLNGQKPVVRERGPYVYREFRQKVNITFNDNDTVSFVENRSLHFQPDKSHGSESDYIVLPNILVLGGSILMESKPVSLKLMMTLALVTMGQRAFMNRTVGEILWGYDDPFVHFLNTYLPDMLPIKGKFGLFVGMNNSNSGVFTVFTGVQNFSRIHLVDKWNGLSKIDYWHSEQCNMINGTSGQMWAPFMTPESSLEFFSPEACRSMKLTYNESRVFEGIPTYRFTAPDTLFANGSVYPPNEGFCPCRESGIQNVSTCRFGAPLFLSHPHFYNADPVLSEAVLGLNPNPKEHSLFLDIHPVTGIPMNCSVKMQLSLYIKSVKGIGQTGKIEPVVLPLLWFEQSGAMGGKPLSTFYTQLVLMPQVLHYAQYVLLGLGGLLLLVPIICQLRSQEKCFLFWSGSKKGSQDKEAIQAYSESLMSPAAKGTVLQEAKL
MITF TRPM1 HTS: MITF TRPM1 promoter activation in melanoma cells. SK-MEL-5 TRPM1-promoter luciferase, 24 h; % of positive control, neutral wells = 0. activation, % at 12.5 µM. 300,000 compounds, 0.75% hits. AID 588334;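 active = mean activation of at least 80% with every replicate also reaching 80%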;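 also: 0% = neutral control wells and 100% = parthenolide positive control wells; values of inactives mirror those of a sister screen read the other way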
* hit, by the source's call; . = not tested or not shown.

SMILES	CAL PDZ FP-1	AddAB inh	Wnt act	Ecoli viability	CAL PDZ FP-2	Tat transport	SR-BI DiI-HDL act	phage Ecoli inh	SR-BI DiI inh	MITF TRPM1 HTS
COc1ccc(N2CCN(C(=O)c3nn(C)c4c3CS(=O)(=O)c3ccccc3-4)CC2)cc1	0.1	2.9	-1	-1.0	.	3	.	0.9	.	-2
O=C(CN(C(=O)c1ccccc1Cl)N1C(=O)C2C3C=CC(C3)C2C1=O)c1cccs1 (centres undefined)	-1.0	-1.4	1	-1.0	3	-7	.	-2.2	.	-14
CN(C)S(=O)(=O)c1ccc(N2CCCC2)c(C(=O)Nc2ccc(C(N)=O)cc2)c1	-2.4	0.0	-1	-0.5	4	4	4	2.7	-4	-10
CCOc1cccc(NC(=O)C2CC(=O)N(C)C(=Nc3cccc(F)c3)S2)c1 (centres undefined)	-3.1	1.3	-1	-1.3	-4	3	-73	2.8	73*	2
Cc1ccc(OCCCc2c(C)n[nH]c2C)cc1	-0.8	-1.2	0	-0.2	.	-9	3	0.9	-3	9
Cc1ccccc1-c1nc2ccccc2c(=O)n1/N=C/c1ccc([N+](=O)[O-])cc1	0.3	1.2	1	2.3	-1	-1	0	2.1	0	6
Cc1ccccc1S(=O)(=O)Cc1ccc(C(=O)NC(C)c2ccc3c(c2)OCCO3)o1 (centres undefined)	1.0	5.0	-2	-2.3	4	-1	0	1.2	0	6
Cc1ccc(S(=O)(=O)CCC(=O)Nc2nc(-c3ccccn3)cs2)cc1	0.7	-4.2	-2	-7.4	-4	-3	1	-1.8	-1	-26
O=C(COc1ccc(/C=C\[N+](=O)[O-])cc1)N1CCOCC1	-0.2	1.3	-1	1.4	.	-6	16	4.0	-16	-6
CCC/C(O)=C1\C(=O)CC(C)(C)CC1=Nc1ccccc1OC	-0.8	0.6	.	-0.3	-2	11	.	1.4	.	-7
Cc1cc(NC(=O)CSCC(=O)N(C)Cc2cccc(Cl)c2)no1	-1.4	0.3	-2	1.8	-5	-8	30	2.4	-30	-1
CCc1nc(N[C@@H](CC(C)C)C(=O)O)c2oc3ccccc3c2n1	1.1	0.6	.	3.9	-1	0	24	4.0	-24	-12
O=C(NCC1CCCO1)c1ccccc1NS(=O)(=O)c1cc([N+](=O)[O-])ccc1Cl (centres undefined)	-0.1	-1.3	-2	0.5	-1	-8	4	2.5	-4	6
COc1ccc(/C(N)=N/OC(=O)CCc2ccccc2)cc1OC	-2.6	0.5	.	-1.1	0	-4	-2	5.0	2	12
CC(=O)NC1=NC(=O)/C(=C/c2cn(C(C)=O)nc2-c2ccccc2)S1	-4.1	4.3	10	-0.9	1	-7	3	3.0	-3	-1
CC(C(=O)NCc1ccc2c(c1)OCO2)N1c2cccc3cccc(c23)S1(=O)=O (centres undefined)	0.2	2.3	.	1.6	-2	-1	7	2.2	-7	.
C=CCN1C(=O)c2oc3ccccc3c(=O)c2C1c1ccc(O)c(OC)c1 (centres undefined)	0.9	1.0	0	-0.8	.	-1	10	-0.2	-1	1
Cc1ccc(Cl)cc1NC(=O)C1C2CCC(O2)C1C(=O)O (centres undefined)	-1.4	-0.2	-1	1.4	3	3	14	0.9	-14	.
Cc1noc(C)c1NC(=O)Nc1cccc2c1O[C@H](CN(C)C(=O)NC1CCCCC1)[C@@H](C)CN([C@H](C)CO)C2=O	-1.1	2.2	0	0.1	1	-2	-46	3.6	46	-6
Cc1noc2ncnc(Oc3ccc(F)cc3)c12	-0.5	3.8	.	0.2	0	-7	35	3.3	-35	-7
NCC(=O)NCC(=O)NC1(C(=O)O)CCCC1	-0.6	.	1	.	-7	2	.	1.1	.	0
Cc1cc(-n2cccn2)ccc1CN1CCN(C2CCCC2)C(CCO)C1 (centres undefined)	-2.3	0.4	-2	0.8	-3	6	18	0.3	-18	0
Cc1ccc(N=Nc2c(O)n(CN3CCOCC3)c3ccccc23)cc1	0.9	0.4	.	-1.6	-2	-2	-16	.	16	.
O=C(COc1ccc(C(=O)NCc2cccnc2)cc1)Nc1cccc(C(F)(F)F)c1	-2.5	1.4	-9	-0.6	-2	3	-64	2.7	64	-7
CCOC(=O)NC(=O)COC(=O)c1ccc(Sc2ncn[nH]2)c([N+](=O)[O-])c1	-0.4	0.3	8	0.2	-5	1	-2	4.6	2	-9

(next part)
SMILES	CAL PDZ FP-1	AddAB inh	Wnt act	Ecoli viability	CAL PDZ FP-2	Tat transport	SR-BI DiI-HDL act	phage Ecoli inh	SR-BI DiI inh	MITF TRPM1 HTS
CCN(C[C@H]1N[C@@](C)(C(=O)OC)[C@H]2C(=O)N(C)C(=O)[C@@H]12)S(=O)(=O)c1ccc(-c2ccccc2)cc1	0.7	1.2	-3	-0.4	-1	0	5	0.2	-5	-2
COc1ccc(CCNC(=O)CCCCCNc2nc(=S)[nH]c3ccccc23)cc1OC	-2.6	2.8	-4	0.1	.	-7	2	1.3	-2	-16
N#Cc1ccccc1S(=O)(=O)N1CCN(C(=O)c2cc3c(s2)CCC3)CC1	-0.3	.	-2	.	-1	1	10	4.5	-10	-4
COc1cc(C=C2C(=O)OC(C)(C)OC2=O)ccc1OCC(=O)Nc1ccccc1	-1.5	2.3	12	-1.5	-19	3	7	3.0	-7	27
CN(C)S(=O)(=O)Oc1cccc(C(=O)Nc2ccc(Cl)cc2)c1	-2.2	1.0	-4	-1.3	-5	-3	15	5.2	-15	5
Cc1c(C(=O)NCc2ccc3c(c2)OCO3)cccc1[N+](=O)[O-]	-0.4	0.7	3	0.2	0	-1	27	2.7	-27	0
CCOC(=O)/C(=C/c1c[nH]c2ccccc12)NC(C)=O	-3.0	0.6	-5	-0.5	-23	-8	11	2.5	-11	-6
Cc1ccc(Sc2cnc(N)nc2C)cc1	-0.6	1.6	-3	1.0	-5	-8	4	2.5	-4	17
COc1ccccc1N1CCN(S(=O)(=O)c2c(C)ccc3nsnc23)CC1	-2.4	1.4	.	0.6	0	0	0	2.6	0	-2
C/C(CC(=O)Nc1cccc(Cl)c1Cl)=N\NC(=O)C(=O)NC1CCCCC1	-1.5	1.4	-1	-0.6	2	0	.	-0.3	.	2
CCCc1nnc(NC(=O)C23CC4CC(CC(C4)C2)C3)s1	-2.8	.	2	.	.	-2	1	2.6	-1	1
Cc1ccc(-c2nnn(CC(=O)N(CC(=O)NC3CCCC3)c3ccc(F)cc3)n2)o1	-0.3	2.8	0	-0.4	-7	-5	-55	0.8	55	-3
COc1cc(/C=N/NC(=O)CCc2n[nH]c(=O)[nH]c2=O)cc(OC)c1OC	0.5	2.5	.	-1.6	-4	0	-10	1.2	10	14
Cn1c2ccccc2c2cc(C(=O)N3CCOCC3)sc21	-1.9	-0.8	.	-1.7	-2	-3	-20	1.9	20	.
c1ccc(-n2c(-c3ccncc3)nnc2-c2ccco2)cc1	1.0	-0.6	6	-1.2	.	-9	3	1.6	-3	-8
CC(CN1CCCCC1)c1ccccc1 (centres undefined)	-0.4	-1.6	-1	-1.7	1	6	8	0.6	-8	.
CC(c1nccs1)N(C)c1nc2nonc2nc1NC1CC1 (centres undefined)	-1.1	4.2	-1	0.1	-1	-4	.	1.0	.	2
O=C(CN1CCN(S(=O)(=O)c2ccccc2Cl)CC1)NCC1(N2CCOCC2)CCCCC1	-2.3	.	-3	.	5	-6	21	4.0	-21	4
Cc1ccccc1NC(=O)c1sc2nc3c(c(-c4ccco4)c2c1N)CCCC3	4.3	1.6	.	0.7	-5	6	-79	2.7	79*	.
COc1ccc(C2C(C#N)=C(N)Oc3n[nH]c(-c4ccccn4)c32)c(OC)c1OC (centres undefined)	0.4	-0.2	.	1.5	-4	-2	-16	2.7	16	-11
CC1=C(C(=O)OCc2ccccc2)C(c2cccc([N+](=O)[O-])c2)NC(=O)N1 (centres undefined)	-2.1	-0.2	-1	-2.5	-2	-3	-8	0.8	8	-5
Cc1c(Cl)c([N+](=O)[O-])nn1CC(=O)N1CCc2ccccc2C1	0.0	2.4	.	-0.8	3	-2	1	2.5	-1	11
CCOC(=O)N1CCC(=NNc2nc3ccccc3s2)CC1	1.0	1.5	0	1.2	2	0	-25	4.2	25	12
O=C(Nc1ccccc1)Nc1ccc(-n2ccc(C(F)(F)F)n2)cc1	-0.5	2.8	23	1.1	-2	7	-25	6.0	25	75
COc1ccc(NC(=O)N2CCCc3ccccc32)cc1OC	-1.9	2.2	-2	1.8	-2	2	2	2.2	-2	6

Additional entries follow.
SMILES	CAL PDZ FP-1	AddAB inh	Wnt act	Ecoli viability	CAL PDZ FP-2	Tat transport	SR-BI DiI-HDL act	phage Ecoli inh	SR-BI DiI inh	MITF TRPM1 HTS
Cc1sc(NC(=O)CN2CCCC2)nc1-c1ccc2c(c1)CCN2C(=O)c1cccc(F)c1	-1.8	-3.4	-2	-3.4	165*	3	-50	-0.9	50	7
Oc1c(N=Nc2ccc(F)cc2)ccc2ccccc12	-0.5	0.8	12	0.5	2	6	-22	2.9	22	.
Cc1ccc(C)c(-c2nnc(OCC(=O)Nc3cc(C)on3)c3ccccc23)c1	-0.1	2.0	.	-2.6	-6	0	6	2.4	-6	2
O=C(NC1CCCCC1)C(c1ccc(F)cc1)N(C(=O)c1csnn1)C1CC1 (centres undefined)	-1.0	0.6	0	-1.6	-5	4	7	0.3	-7	2
COC(=O)C(C)Oc1ccc(Cc2ncc(C(F)(F)F)cc2Cl)cc1 (centres undefined)	1.5	-0.8	7	-0.8	-6	4	-5	1.7	5	-9
CCO[C@@H]1OC(C(=O)NC2CC2)=C[C@H](C2CCCCC2)[C@H]1CCCO	0.6	0.3	-1	-2.6	-6	2	16	2.5	-16	-2
CN(C)S(=O)(=O)c1ccc(NC(=O)c2cc(F)c(F)cc2Cl)cc1	0.4	3.0	.	0.4	0	-2	1	4.0	-1	1
COc1ccc(N2CCN(C(=O)C3CC(=O)N(c4ccc(C)cc4)C3)CC2)cc1 (centres undefined)	0.1	1.7	-3	2.7	-2	0	-2	4.0	2	-16
C=CCn1c2ccccc2c2nnc(SCC(=O)O)nc21	-6.2	1.5	0	0.5	-2	7	8	0.9	-8	-2
O=C(Nc1ccccc1)C1=C(N2CCOCC2)/C(=C/c2cccnc2)CC1	-0.8	3.8	1	2.3	2	-4	-36	1.2	36	40
CC(C)C[C@H](CO)N(Cc1ccccc1)S(=O)(=O)N(Cc1ccccc1)[C@@H](CO)CC(C)C	-1.1	1.1	-22	2.2	-3	6	20	6.8	-20	-25
CCOC(=O)Cc1cc(=O)n2[nH]c(C)c(-c3ccccc3OC)c2n1	-1.4	2.2	-4	-3.7	3	-1	0	1.3	0	1
COc1ccc(CN(CC(=O)NC2CCCC2)C(=O)c2csnn2)cc1	-2.7	2.0	-1	2.8	-4	-5	.	2.7	.	4

Single records, from the list above. Values in the order: CAL PDZ FP-1 | AddAB inh | Wnt act | Ecoli viability | CAL PDZ FP-2 | Tat transport | SR-BI DiI-HDL act | phage Ecoli inh | SR-BI DiI inh | MITF TRPM1 HTS
Profile of COc1ccc(CN(CC(=O)NC2CCCC2)C(=O)c2csnn2)cc1 → -2.7 | 2.0 | -1 | 2.8 | -4 | -5 | . | 2.7 | . | 4
Profile of COc1ccc(N2CCN(C(=O)C3CC(=O)N(c4ccc(C)cc4)C3)CC2)cc1 (centres undefined) → 0.1 | 1.7 | -3 | 2.7 | -2 | 0 | -2 | 4.0 | 2 | -16
